Screening data (PubChem)
APEX1 inh: APE1 (human) endonuclease inhibition; P27695; Potency, µM (doses to about 65.8 µM), inactives show top-dose activity change, negative = inhibition, hits mostly inhibitors; recombinant APE1, TAMRA/BHQ-2 abasic DNA cleavage fluorescence; 350,000 tested, 0.35% active;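 note: potency is the fitted concentration of half-maximal effect; plate controls were vehicle for no effect and reference inhibitor for full effect; nearly all actives have a fitted effect of over 55% in size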
Target sequence (P27695 whole entry, looked up): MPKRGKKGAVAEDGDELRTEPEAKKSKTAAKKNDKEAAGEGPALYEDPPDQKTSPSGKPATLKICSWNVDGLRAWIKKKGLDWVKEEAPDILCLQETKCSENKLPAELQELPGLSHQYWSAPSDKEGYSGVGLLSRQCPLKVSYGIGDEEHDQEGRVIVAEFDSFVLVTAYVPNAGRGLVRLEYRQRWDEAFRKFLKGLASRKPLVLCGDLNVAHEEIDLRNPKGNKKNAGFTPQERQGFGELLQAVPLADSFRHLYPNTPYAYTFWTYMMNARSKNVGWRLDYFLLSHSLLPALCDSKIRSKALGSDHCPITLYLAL
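Endonuclease cleavage of a quenched abasic-site DNA duplex (50 nM) by APE1 (0.75 nM) was tracked by TAMRA dequenching. Compounds were preincubated with enzyme 15 min at room temperature; data normalized to buffer-only and DMSO wells plus NSC13755 control.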
BLM helicase inh: inhibitors of human Bloom syndrome helicase BLM; recombinant BLM DNA unwinding, fluorescence dequenching; P54132; AID 2528; 350,000 tested, 0.2% active; Potency, µM (highest dose often 56.1 µM), without a hit: top-dose activity change, negative = inhibition, usual class: inhibitors;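 note: potency is the fitted concentration of half-maximal effect; plate controls were vehicle for no effect and no enzyme for full effect; nearly all actives have a fitted effect of over 35% in size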
Pol beta inh: DNA polymerase beta (human) inhibition; Pol beta primer extension/strand displacement, fluorescence kinetic; 340,000 tested, 1.3% active; P06746; Potency, µM (series often up to 114 µM), for inactives: at the highest dose activity change, negative = inhibition, usual class: inhibitors; AID 485314; note: potency is the fitted concentration of half-maximal effect; % is set by controls: 0 for no effect and ±100 for the full control effect
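Kinetic readout of DNA synthesis with strand displacement by Pol beta. Compound and 10 nM enzyme sit 15 min at room temperature; 50 nM substrate starts the reaction, read immediately and at 10 min.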
Apoferritin bind: binds horse apoferritin like a general anesthetic. Potency, µM (top dose mostly 77.5 µM), inactives show top-dose activity change, negative = displacement, actives largely listed as inhibitors. 350,000 tested, 0.074% active. P02791. apoferritin/1-aminoanthracene competitive binding, fluorescence; note: potency is the fitted concentration of half-maximal effect; % is set by controls: 0 for no effect and ±100 for the full control effect; nearly all actives have a fitted effect of over 20% in size
Target sequence (P02791 2-175 limits assumed): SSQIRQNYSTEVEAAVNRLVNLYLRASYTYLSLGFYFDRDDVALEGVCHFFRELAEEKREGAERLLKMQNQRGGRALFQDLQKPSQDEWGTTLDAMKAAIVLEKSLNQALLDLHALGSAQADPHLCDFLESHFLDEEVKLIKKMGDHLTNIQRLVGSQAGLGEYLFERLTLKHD
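Concentration-response curves derived by four-parameter Hill fitting of normalized fluorescence, where compounds displaced 1-AMA from 10 uM horse apoferritin following a brief 10 min room-temperature incubation; propofol titration acted as positive control.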
TRHR agonist: agonists of human TRH receptor; TRHR cells, calcium flux fluo-8, FDSS agonist mode; activation, % at 2 µM; AID 493084; P34981; 360,000 tested, 0.18% active; in the data active = activation above about 30%; note: 0% is about no effect
Target sequence (P34981 whole entry, looked up): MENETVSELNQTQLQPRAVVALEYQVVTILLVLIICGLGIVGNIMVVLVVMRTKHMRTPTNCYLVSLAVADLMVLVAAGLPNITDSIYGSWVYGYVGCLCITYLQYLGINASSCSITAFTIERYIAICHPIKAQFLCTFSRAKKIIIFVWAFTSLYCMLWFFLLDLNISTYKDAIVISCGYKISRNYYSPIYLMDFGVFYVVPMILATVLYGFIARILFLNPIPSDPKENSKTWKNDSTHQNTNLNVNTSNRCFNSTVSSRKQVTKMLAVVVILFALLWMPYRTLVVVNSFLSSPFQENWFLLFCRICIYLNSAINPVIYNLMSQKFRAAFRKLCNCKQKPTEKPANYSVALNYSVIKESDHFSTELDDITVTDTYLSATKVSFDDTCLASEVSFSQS
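Steps: seed TRHR cells overnight; add fluo-8 no-wash Ca dye, RT 30 min–1.5 h; record 10 s baseline; pin-transfer compounds; monitor fluorescence 1 cycle/s for the agonist window. Calcium increases flag candidate agonists.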
Pol kappa inh: DNA polymerase kappa (human) inhibition. Q9UBT6. purified Pol kappa, fluorescent DNA synthesis assay, 10 min. Potency, µM (doses to about 107 µM), without a hit: top-dose activity, negative = inhibition, usual class: inhibitors. 400,000 tested, 0.53% active; note: potency is the fitted concentration of half-maximal effect; % is set by controls: 0 for no effect and ±100 for the full control effect
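Here, compound and 10 nM enzyme are combined for 15 min at room temperature; adding 50 nM substrate (final) starts DNA synthesis, tracked by fluorescence at 0 and 10 min against buffer-only wells.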
POLI inh: DNA polymerase iota (human) inhibition; Q9UNA4; Pol iota fluorescent replication assay, 10 min; Potency, µM (titrated, usually from 115 µM), inactives show at the top dose activity, negative = inhibition, usual class: inhibitors; 390,000 tested, 1% active; AID 588590; note: potency is the fitted concentration of half-maximal effect
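Fluorescent replication assay read twice, at 0 min and 10 min after adding 50 nM (final) substrate. Enzyme (10 nM) and compounds were first incubated 15 min at room temperature; enzyme-free buffer wells were negative controls.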
12-LOX inh: blocks human arachidonate 12S-lipoxygenase | P18054 | purified 12hLO, xylenol orange hydroperoxide absorbance | Potency, µM (titrated, usually from 108 µM), for inactives: at the highest dose activity change, negative = inhibition, usual class: inhibitors | 580,000 tested, 1.1% active; note: potency is the fitted concentration of half-maximal effect; % is set by controls: 0 for no effect and ±100 for the full control effect
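Purified human 12hLO at 150 nM in 25 mM Hepes, 0.01% Triton X-100, pH 7.0, preincubated 15 min at room temperature with compound. Reaction started with 40 uM arachidonic acid, 30 min at room temperature. Hydroperoxide measured by Fe-xylenol orange, 573/405 nm absorbance ratio.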
ERG-DNA inh: inhibitors of human ERG Ets domain-DNA interaction; P11308; fluorescence polarization, His-ERG Ets domain / labelled DNA; Potency, µM (top dose mostly 76.9 µM), for inactives: at the top dose FP activity, negative = inhibition, hits mostly inhibitors; 370,000 tested, 0.028% active; AID 624246; active = well fitted inhibition curve with a large enough effect in the polarisation, with a control signal flat; inconclusive = small, poorly fitted or top-dose-only effect, or effect the other way, or a change in a side signal; inactive = no such curve, though single readings can be large or run the other way; the % refers to the polarisation;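 note: polarization taken with two DNA probes labelled with fluorescein and Texas red; potency is the fitted concentration of half-maximal effect; % of control where 0% means no effect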
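His-tagged ERG Ets domain (1 uM in the protein solution; 300mM KCl, 50mM Tris-HCl, 1mM EDTA, 1mM DTT, pH 7.5) received compound, then a probe mix of 5 nM fluorescein-DNA and 100nM Texas-615-DNA. Fluorescence polarization was read for both dyes.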
Numbers without * were called inactive; i = inactive; ? = inconclusive; nt = no result given; & = joins results of further samples; [ ] = dose if it differs, or a comment. Unless noted, calls come from the whole dose curve; as a rule, active = well fitted curve in the direction sought with a large enough effect; inconclusive = small, poorly fitted or top-dose-only effect, or another doubt; inactive = no such curve, though single readings can be large; an effect the other way counts as inactive or inconclusive. Some of the compounds tested; count on the stated rates, not on these rows.

smiles,APEX1 inh,BLM helicase inh,Pol beta inh,Apoferritin bind,TRHR agonist,Pol kappa inh,POLI inh,12-LOX inh,ERG-DNA inh
Cc1ccc(CNS(=O)(=O)c2ccc3c(c2)CCN3S(C)(=O)=O)cc1,nt,-2%,6%,4%,-0.2,-5%[60.1 µM],14%,-6%,0%
CN1C=CC=C/C1=C1\SC(=S)N(CC(=O)O)C1=O,4%,-4%,-12%,0%,-0.3,-2%,2%,?,-2%
CC(C)(CCl)C(=O)Nc1ccnc(-c2ccncc2)n1,-2%,2%,16%,2%,-1.6,0%,-7%,-1%,-1%
NC(=O)CSc1cn(Cc2cccc(F)c2)c2ccccc12,-3%,-4%,-19%,-4%,0.0,-4%,9%,-3%,-1%
COc1ccc(/C=C(\C#N)c2nc3ccccc3[nH]2)cc1O,-29%,-16%,25µM*,?,-1.2,-34%,?,0%,-2%
O=C(Nc1scc(-c2ccc(Br)cc2)c1C(=O)O)c1ccccc1F,nt,nt,nt,nt,nt,1%,35%[activator],18%,4%
CC1(C)C(=O)NC(=O)N1Cc1ccccc1,32%,nt,nt,nt,2.0,4%,20%,-5%,-8%
O=C(NCc1ccccn1)c1cccc(S(=O)(=O)NCc2ccccc2)c1,27%,nt,nt,nt,-0.9,1%,-20%,10%,0%
CN(C)c1ccc(/C=N/N(CCC#N)C2=NS(=O)(=O)c3ccccc32)cc1,3%,-5%,-1%,-5%,5.5,2%,43%[activator],18%,-4%
CCOC(=O)c1c(OCCO)nn(-c2ccccc2)c1N,-6%,5%,-9%,1%,-0.3,-4%,21%,0%,-5%
COP(=O)(OC)C(Nc1ccc(C)cc1)c1ccc([N+](=O)[O-])cc1 (centres undefined),-7%,1%,3%,-15%,-0.5,-6%,26%,-4%,-5%
Cc1ccc(OCc2nc(C#N)c(NCCc3ccccc3)o2)cc1,nt,-8%,-12%,-1%,1.1,-7%,4%,0%,7%
COc1ccc(CN2C3CCCC2CC(NC(=O)c2cccc(F)c2)C3)cc1 (centres undefined),4%,2%,17%,6%,0.3,10%,-8%,?,6%
Cc1ccc(C(=O)NCCSc2c(C)[nH]c3ccccc23)cc1C,nt,-10%,4%,24%,0.1,6%,-1%,-5%&-14%,-6%
Cc1ccc(C(=O)n2ncn(C)c2=S)cc1,-5%,-2%,6%,-5%,-0.3,-4%,59%[activator],-93%,-18%
CCN(CC)CCNCc1ccc(OCc2ccc(Cl)nc2)c(OC)c1,10%,3%,38%,-21%,0.0,-8%,5%,3%,-15%
Cc1[nH]c2ccccc2c1C(=O)CSc1nnc(C2CC2)o1,54%[activator],nt,nt,nt,-0.4,-1%,12%,47%&25%[activator],4%
O=C(NC1CCSC1=O)c1cccc(C(=O)NC2CCSC2=O)c1 (centres undefined),?,-7%,50µM*,-21%,0.2,-7%,?,-5%,3%
CNc1nc(NN)nc(Nc2ccccc2)n1,31%,0%,-19%,-8%,-0.3,-1%,1%,14%,-13%
CCCN(C(=O)CCc1nc(-c2ccc(OC)cc2)no1)c1ccccc1F,nt,-11%,-1%,-1%,-0.4,-22%,5%,-5%,4%
CC(C)(C)c1ccc(O)c(N)c1,-1%,-4%,43%,?,-0.9,nt,nt,nt,nt
CN1CCN(NC(=O)C2CC2)CC1,17%,4%,33%,3%,0.8,7%,-5%,-3%,-3%
O=C1CCCN1CCC1CCN(C2CC(=O)N(c3ccc(Cl)cc3)C2=O)CC1 (centres undefined),4%,-2%,0%,-10%,0.2,-3%,-10%,5%,nt
O=C(OCC(=O)N1CCCC1=O)c1nc(Cl)ccc1Cl,-12%,nt,nt,nt,0.3,-14%,13%,-17%,9%
Cc1ccc(-c2cc(-c3coc4ccc(Cl)cc4c3=O)c3c(n2)-c2ccccc2OC3)cc1,nt,-1%,32%,-3%,-0.6,-8%,-13%,-21%,4%
CCC(C)NC(=O)/C(=C/c1ccco1)c1ccccc1 (centres undefined),-1%,-1%,-27%,-24%,-1.3,-14%,16%,-68%,1%
O=C(c1ccc(Cl)c(S(=O)(=O)N2CCCC2)c1)N1CCCC(C(F)(F)F)C1 (centres undefined),-6%,nt,nt,nt,0.2,-5%,24%,3%,11%
O=c1oc2ccccc2n1Cc1cccc(Cl)c1,-1%,-2%,21%,-10%,-0.4,12%,11%,-2%,-3%
O=C(CCC1N=C2c3ccccc3N=C(SCc3ccccc3F)N2C1=O)NCCc1ccccc1 (centres undefined),nt,2%,28%,?,-0.2,2%[60.1 µM],?,-2%,-3%
CCOc1ccc(CN2CCN(CC3CC3)CC2CCO)cc1 (centres undefined),10%,0%,18%,2%,-0.5,5%,34%[activator],13%,-1%
COc1cc(C2c3c(oc4ccccc4c3=O)C(=O)N2c2nc(C)c(C)s2)ccc1O (centres undefined),nt,-4%,0%,-11%,0.4,-19%,-18%,-25%,0%
CC(C)(C)C(=O)N1CCC(O)(CS(=O)(=O)Cc2ccccc2Cl)CC1,2%,0%,0%,0%,0.4,-6%,19%,0%,-5%
O=C(Nc1cccc(N2C(=O)C3CCCCC3C2=O)c1)c1ccccc1 (centres undefined),26%,-2%,11%,-17%,-0.8,6%,20%,2%,8%
COc1ccc(-n2nc3c(c2NC(=O)C(C)C)CSC3)cc1,26%,2%,4%,0%,0.1,-5%,-6%,5%,-5%
Cn1cc(-c2cc3n(n2)CCC(=O)N3CCCC(=O)Nc2ccccc2F)c2ccccc21,nt,0%,0%,-1%,-1.3,-3%[60.1 µM],0%,-14%,3%
Cc1c(C=O)c(Cl)n(C)c(=O)c1C#N,-2%,-13%,7%,-4%,1.2,0%,106%[activator],-22%,10%
O=C(NCc1ccncc1)c1cc(F)c(F)cc1Cl,-1%,-6%,10%,-6%,-0.4,-6%,-10%,13%,4%
CCC(Sc1nc2cc(OC)c(OC)cc2c(=O)n1CCc1ccc(Cl)cc1)C(=O)NCCOC (centres undefined),nt,1%,-1%,1%,0.4,-1%[60.1 µM],21%,-13%,-5%
CCN(CC)c1ccc(N2C(=O)CSC2=S)cc1,5%,-3%,?,-10%,-0.5,-21%,?,i,90%[activator]
CCOC(=O)c1c(C)[nH]c(C)c1C(=O)CSc1nnc(-c2cc(OC)c(OC)c(OC)c2)o1,-2%,-2%,3%,-8%,0.1,-15%,-7%,-28%,0%
Cc1ccc(NC(=O)c2nc(S(C)(=O)=O)ncc2N(Cc2ccco2)Cc2ccco2)cc1C,nt,-12%,69%,-19%,-1.7,3%,20%,-20%,2%
O=C(CN1C(=O)/C(=C/c2ccccc2)SC1=S)NNC(=O)c1ccccc1O,1%,-12%,-21%,-6%,0.3,-11%,?,-4%,65%[activator]
O=C(Nc1cccc(NC(=O)c2cccs2)c1)c1ccc(Br)o1,-3%,-5%,22%,-2%,-0.1,-11%,45%[activator],2%,-15%
Cc1cc(S(=O)(=O)Nc2ccc(C(=O)N3CCN(c4ccccc4O)CC3)cc2)ccc1F,8%,-7%,1%,-15%,0.3,-10%,13%,nt,3%
CN(c1ccccc1)c1nc(N)c([N+](=O)[O-])c(N2CCCC2)n1,-11%,-6%,24%,-16%,-0.3,7%,8%,18%,26%
CC(=O)c1cccc(NC(=O)CCNC(=O)c2cccc(C)c2)c1,16%[12.4 µM],0%,-24%,-13%,-0.2,-23%,111%[activator],1%,-5%
COc1ccc(Nc2ncnc3sc(-c4ccccc4)cc23)cc1,-8%,-15%,-8%,382%[activator],-1.0,-6%,11%,?,11%
Cn1c(CNC(=O)CNC(=O)c2ccc(F)cc2)cc(=O)n(C)c1=O,74%[activator],2%,34%,-7%,0.2,0%,12%,10%,-6%
Cc1cc(C)n(C(=O)Cn2nc([N+](=O)[O-])c(Br)c2C)n1,-12%,-4%,12%,?,-0.9,-1%,6%,8%,-4%
CCCC12CN(C(=O)c3ccc([N+](=O)[O-])cc3)CC(C)(CN(C(=O)c3ccc([N+](=O)[O-])cc3)C1)C2=O,?,-2%,35%,-6%,-0.9,-12%,-3%,0%,-2%

Reformatted with each value named: part of the list above
compound: CN(c1ccccc1)c1nc(N)c([N+](=O)[O-])c(N2CCCC2)n1
  APEX1 inh: -11%
  BLM helicase inh: -6%
  Pol beta inh: 24%
  Apoferritin bind: -16%
  TRHR agonist: -0.3
  Pol kappa inh: 7%
  POLI inh: 8%
  12-LOX inh: 18%
  ERG-DNA inh: 26%
compound: CC(=O)c1cccc(NC(=O)CCNC(=O)c2cccc(C)c2)c1
  APEX1 inh: 16%[12.4 µM]
  BLM helicase inh: 0%
  Pol beta inh: -24%
  Apoferritin bind: -13%
  TRHR agonist: -0.2
  Pol kappa inh: -23%
  POLI inh: 111%[activator]
  12-LOX inh: 1%
  ERG-DNA inh: -5%

(continued)
smiles,APEX1 inh,BLM helicase inh,Pol beta inh,Apoferritin bind,TRHR agonist,Pol kappa inh,POLI inh,12-LOX inh,ERG-DNA inh
Cc1ccccc1OCC(=O)N/N=C/C=C/c1ccccc1,-6%,-1%,21%,-13%,0.6,-7%[60.1 µM],15%,-3%,9%
CC1CC(C)CN(C(=O)CCNC(=O)Cn2ccc3ccccc3c2=O)C1 (centres undefined),1%,-5%,-2%,-3%,0.0,-15%,72%[activator],-3%,3%
O=C(COC(=O)C1CCCC1)Nc1ncc(Cl)cc1Cl,-14%,nt,nt,nt,0.3,?,?,nt,3%
COc1ccc(/C=C/C(=O)c2ccc(NS(=O)(=O)c3ccc(C)cc3)cc2)cc1O,-4%,-8%,-15%,?,0.6,-16%,?,?,10%
CN(C)/C=N/c1sc2c(c1C#N)CC(C)(C)NC2(C)C,4%,2%,9%,-10%,-0.3,5%,17%,18%,nt
COCCc1nn2c(=O)cc(COC(=O)c3ccccc3C)nc2s1,nt,1%,?,?,0.5,0%,-13%,0%,-4%
